WT yeast gro inh: growth inhibition of WT yeast, mitochondrial fusion screen. mitochondrial fusion phenotypic screen, WT strain. inhibition, % at 10 µM. AID 1362. 190,000 compounds, 2.1% hits; in the data active means inhibition above about 58%; tested in S. cerevisiae
bCat nuc transl: beta-catenin nuclear translocation modulation; HeLa beta-catenin nuclear translocation, immunofluorescence imaging; nuclear translocation activity, % at 5 µM; 190,000 compounds, 0.3% hits; AID 1665;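 active means nuclear translocation activity above 50% at 5 µM, with a well cell count of 50 or more; inconclusive means wells under 50 cells across six images, flagged as toxic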;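 further: per-cell ratio of nuclear to cytoplasmic median beta-catenin stain intensity; plate controls were DMSO negative control for no effect and GSK-3 inhibitor IX positive control for full effect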
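test system = HeLa cells, endogenous beta-catenin | dosing = single 5 µM dose plus 0.02–20 µM confirmation series | times = compound treatment 24 h, 37°C, 5% CO2 | technique = beta-catenin immunofluorescence imaging with DAPI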
Insulin prom up: MIN6 insulin promoter up-regulation | MIN6 insulin promoter-GFP reporter, high-content imaging; active compounds read high | z-score at 5 µM | 190,000 compounds, 0.3% hits;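 active means z-score above 3 at 5 µM with at least 500 cells counted in the well; inconclusive means wells under 500 cells, flagged as cytotoxic or low count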
Hep lipid drop: hepatic lipid droplet formation modulation; inhibition, % at 6.5 µM; 240,000 compounds, 0.4% hits; AML12 mouse hepatocytes, oleate lipid droplets, BODIPY imaging;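 active means lipid droplet intensity inhibited by at least 50%, with more than 500 cells counted; inconclusive means wells with under 300 cells, treated as cytotoxic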
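Technique: fluorescence imaging, 20x objective, two fields per well / Assay system: AML12 hepatocytes (mouse) / Measure: % inhibition of lipid droplet signal / Doses: 6.5 µM single-point dosing / Incubation: overnight exposure / Reagent: 100 µM oleic acid challenge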
Myeloid diff MLP: promotes myeloid progenitor differentiation; ER-HoxA9 myeloid progenitors, lysozyme-GFP differentiation, flow cytometry; calls only at 10 µM; 360,000 compounds, 1% hits; AID 624256;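 active means normalized GFP-positive differentiation at or above the plate's own cutoff, the solvent-only control mean plus 3 SD; inconclusive means no clear call, values can overlap the other calls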;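 further: cells exposed to compound for four days before flow analysis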
T cell HTS: modulates CD8 T cell binding to vesicles. AID 2052. calls only at 7 µM. 330,000 compounds, 0.068% hits. 2C CD8+ T cell-vesicle binding, flow cytometry; active compounds read low;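 active means response, share of CD8 T cells binding vesicles, and their 90th percentile fluorescence all below set limits, cut at about 80% in these data, passing the limit was not always enough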
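Read-out – percent CD8+ FL2 mean versus row control · System – murine 2C transgenic CD8+ T lymphocytes · Times – 1.5 h cell–vesicle binding at 37 °C, then 20 min icy labelling · Control set – naked vesicles low, QL9 vesicles with vehicle high · Detection – cytometric PE anti-B7-1 and Alexa647 anti-CD8 signals after 1% paraformaldehyde fixation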
MT stabilize HCS: microtubule stabilizers in HeLa cells; HeLa tubulin immunostaining HCS, 24 h; share of cells brighter than vehicle mean+2SD; % tubulin-high responders, % at 10 µM; 200,000 compounds, 0.83% hits; AID 2205;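 active means plate Z-score above 3 for both tubulin-high and condensed-nucleus cell shares, with cell loss under 80%, at 10 µM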;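 further: anti alpha tubulin signal scored within the nucleus-defined area of each cell; some results filed as inactive read as strong as hits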
West Nile virus CPE: West Nile virus antiviral activity, cell-based, CPE readout (AID 1621); West Nile virus-infected cells, CPE inhibition; higher % means a stronger effect; one-dose CPE inhibition, % at 10 µM; IC50 in µM for titrated hits; 290,000 compounds, 0.02% hits; in the data active means a potency from the dose series; inconclusive means CPE inhibition mostly from about 3.7% at the one dose, without a potency; inactive means the rest, 99 in 100 with CPE inhibition below about 2.2%; further: strong numbers were not always called active
Autophagy mod: modulators of autophagy; MEF GFP-LC3 puncta imaging; test concentration mostly 10 µM; calls only at 10 µM (by protocol); 190,000 compounds, 0.98% hits; AID 463193;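 active means percentage of spot-positive cells more than 3 SD above its plate mean, without a fluorescence outlier flag or 80% toxicity; inconclusive means no clear call, values can overlap the other calls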;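 further: spot-positive cell cutoff set from DMSO-treated cells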
WT yeast gro inh mutant strain: second read-out of WT yeast gro inh, no call of its own (marks repeat the call); inhibition, %; mitochondrial fusion phenotypic screen, mutant strain inhibition
Insulin prom up cell count: second read-out of Insulin prom up, no call of its own (marks repeat the call); cell count; measured here: cytotoxicity, nuclei count;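 total cells summed across four imaged fields per well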
Hep lipid drop cells 6.5 µM: recorded beside Hep lipid drop, whose call it bears; cell count; measured here: cell count, cytotoxicity flag;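 cells counted across two imaged fields per well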
bCat nuc transl cell count 5 µM: also measured in bCat nuc transl; calls as there; cell count; measured here: cell count, cytotoxicity flag
T cell HTS vesicle-bound %: also measured in T cell HTS; calls as there; double positive events, %; measured here: CD8+ vesicle-bound cell fraction;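 binding gate set so that unloaded-vesicle control wells show 10% double positive cells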
MT stabilize HCS Hoechst-high %: also measured in MT stabilize HCS; calls as there; % Hoechst-high responders; measured here: nuclear condensation Hoechst responders;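 share of cells brighter than vehicle mean plus two SD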
MT stabilize HCS cytotoxicity %: second read-out of MT stabilize HCS, no call of its own (marks repeat the call); toxicity, %; measured here: cytotoxicity by cell density;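 0% = mean cell density of plate MIN control wells and 100% = no cells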
Autophagy mod cell loss 18 h: second read-out of Autophagy mod, no call of its own (marks repeat the call); toxicity, %; measured here: cell loss, nuclei count;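 cell loss after 18 h compound exposure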
Myeloid diff MLP GFP+ MAC1+ %: second read-out of Myeloid diff MLP, no call of its own (marks repeat the call); GFP+ MAC1+ double positive, %; measured here: differentiation confirmed by MAC1 staining
Starred values were filed as active, the others as inactive; i = inactive; u = inconclusive; x = no result given.

SMILES	WT yeast gro inh	WT yeast gro inh mutant strain	bCat nuc transl	bCat nuc transl cell count 5 µM	Insulin prom up	Insulin prom up cell count	Hep lipid drop	Hep lipid drop cells 6.5 µM	Myeloid diff MLP	Myeloid diff MLP GFP+ MAC1+ %	T cell HTS	T cell HTS vesicle-bound %	MT stabilize HCS	MT stabilize HCS Hoechst-high %	MT stabilize HCS cytotoxicity %	West Nile virus CPE	Autophagy mod	Autophagy mod cell loss 18 h
Oc1ccccc1-c1cc(C(F)(F)C(F)F)[nH]n1	10.9	-3.5	-0.5	1114	-0.1	1227	-16.9	660	i	4.2	i	11.9	3.6	1.1	0.2	-0.8%	i	2.0
Cc1cccc2[nH]c3c(=O)n(CCN4CCNCC4)cnc3c12	-36.9	-45.8	2.7	920	-0.66	1186	x	x	i	0.0	i	46.7	1.9	1.5	5.9	0.1%	i	-3.7
COc1ccc(CNS(=O)(=O)c2ccc(-c3ccc(=O)[nH]n3)s2)cc1OC	x	x	x	x	x	x	-0.4	701	i	1.8	i	24.2	x	x	x	0.1%	x	x
CCOc1ccccc1C(=O)N[C@H](C(=O)Nc1ccc(OC)c(S(=O)(=O)N2CCOCC2)c1)C(C)C	-3.9	-27.6	-1.2	1075	-0.33	1266	-12.5	698	i	0.5	i	39.7	3.7	2.6	6.8	-0.3%	i	-16.2
Cc1c(C=O)c2ccccn2c1C(=O)c1cccs1	7.6	-20.1	1.7	1030	0.01	1212	-7.2	638	i	0.4	i	17.6	5.0	1.9	23.3	0.1%	i	15.1
Cn1c(=O)c2c(-c3ccc(C(C)(C)C)cc3)n(N3CCOCC3)cc2n(C)c1=O	-4.7	9.8	-2.9	1245	2.02	1672	x	x	i	0.6	i	20.4	4.7	1.1	2.0	-0.5%	i	22.3
O=C(Nc1ccc2c(c1)OCCO2)c1ccco1	-0.4	23.8	x	x	0.91	1256	20.8	703	i	1.3	i	17.5	3.0	1.0	4.5	0.3%	i	-2.1
CC(C)C(=O)Nc1ccc(Cl)cc1-c1nc2ccccc2[nH]c1=O	x	x	x	x	x	x	-16.5	754	i	0.3	i	63.8	x	x	x	-0.4%	x	x
COc1ccc(S(=O)(=O)N2CCCCC2)cc1NC(=O)c1cccnc1SC	x	x	0.8	1275	-0.17	1116	-1.0	683	i	0.3	i	16.6	x	x	x	-0.1%	x	x
CCOc1ccc(NC(=O)c2[nH]c(C)c(C(C)=O)c2C)cc1	x	x	x	x	x	x	-17.3	823	i	0.3	i	58.9	x	x	x	-0.9%	x	x
Cc1cccc(CS(=O)(=O)Cc2ccc(C(=O)NC3CCCCCC3)o2)c1	x	x	x	x	x	x	-16.2	671	i	2.6	i	30.3	x	x	x	-0.5%	x	x
CC(=O)c1cccc(NC(=O)c2ccc(Br)o2)c1	2.9	-13.6	-8.5	1075	-0.75	1220	x	x	i	7.1	i	33.2	3.0	1.5	9.5	0.7%	i	9.5
COc1ccc(-c2cn[nH]c2-c2ccc(OCc3ccc([N+](=O)[O-])cc3)cc2O)cc1	68.2*	11.1*	4.8	1018	-0.35	1238	-3.2	449	i	0.9	i	44.1	4.0	2.4	6.5	-0.2%	i	5.8
CCN=C1SC(CC(=O)Nc2ccc(C(F)(F)F)cc2)C(=O)N1CC (stereo unspecified)	8.4	7.9	-1.2	908	-0.07	1469	x	x	i	6.9	i	27.9	4.5	2.0	8.5	-0.2%	i	5.6
CCOc1ccc(NC(=O)CC2SC(N)=NC2=O)c([N+](=O)[O-])c1 (stereo unspecified)	-2.9	-8.6	-1.2	1042	-0.2	1183	3.0	669	i	0.6	i	56.2	5.5	3.5	6.2	0.3%	i	-2.9
CCC(C)C(NS(=O)(=O)c1ccc(C)cc1)C(=O)O (stereo unspecified)	-2.7	0.3	-0.8	1131	-0.1	1175	1.4	737	i	0.1	i	27.6	2.3	3.0	8.2	1.0%	i	4.0
COc1ccc(C2c3[nH]c4ccccc4c3C[C@H]3C(=O)N(C4CCN(Cc5ccccc5)CC4)CC(=O)N23)c(OC)c1 (stereo partly specified)	x	x	x	x	x	x	24.8	805	i	0.5	i	14.7	x	x	x	-1.7%	x	x
Cc1ccc(NCc2n[nH]c(=S)n2-c2ccccc2)c(C)c1	13.3	14.3	1.4	1030	-0.03	1223	-17.9	711	i	0.1	i	54.9	1.9	1.5	0.7	-0.6%	i	54.7
Cc1c(Cl)cccc1NC(=O)CCC(=O)NNC(=O)CCC(=O)O	-3.2	-4.1	-4.9	1095	0.17	1553	0.7	681	i	0.1	i	20.7	1.4	2.1	3.0	0.6%	i	39.8
COc1ccc(CCNC(=O)c2noc(C)c2[N+](=O)[O-])cc1OC	x	x	x	x	x	x	4.2	420	i	0.8	i	55.2	x	x	x	-0.5%	x	x
CCCCn1c(N)c(N(CCOC)C(=O)CCc2ccc(OC)cc2)c(=O)[nH]c1=O	-2.0	-3.4	-0.3	929	0.58	2298	-13.0	631	i	0.6	i	44.6	4.0	3.1	7.5	-0.1%	i	3.5
CCc1ccc(CN(C(=O)c2cc3ccccc3oc2=O)C2CCS(=O)(=O)C2)cc1 (stereo unspecified)	10.2	9.2	-1.7	1424	-0.29	1486	x	x	i	1.3	i	27.7	3.3	2.5	1.8	0.0%	i	3.0
CC(C)C(NC(=O)CCN1C(=O)c2ccccc2C1=O)c1ccccc1 (stereo unspecified)	x	x	x	x	x	x	-8.5	796	i	0.5	i	61.8	x	x	x	-0.2%	x	x
O=C(CSc1nnnn1-c1ccccc1)N1CCNC1=O	x	x	x	x	x	x	-0.3	731	u	x	i	16.8	x	x	x	1.3%	x	x
CC(C(=O)N1CCCCCC1)c1ccc([N+](=O)[O-])cc1 (stereo unspecified)	-0.4	-5.2	-2.0	1212	-0.12	1398	-4.0	747	i	0.3	i	61.2	1.9	2.1	7.7	-0.9%	i	7.6
COc1ccc(C(=O)NC(=S)N(CCC(C)C)c2c(N)n(Cc3ccccc3)c(=O)[nH]c2=O)cc1	3.2	-1.9	0.2	1101	-0.44	1440	-4.2	657	i	0.6	i	55.2	3.8	4.1	5.1	-0.7%	i	36.5
O=C(Nc1ccc2c(c1)CCC2)c1ccccc1Br	6.2	19.6	-0.3	1095	-0.28	1184	-20.5	642	i	0.9	i	31.4	2.6	2.4	7.1	0.5%	i	-6.8
O=S(=O)(Cc1cc(Cl)nc(-c2cccnc2)n1)c1ccccc1	x	x	x	x	x	x	6.2	854	i	1.6	i	33.5	x	x	x	-0.8%	x	x
COc1ccc(C2c3ccc(O)cc3Oc3ncn4nc(-c5ccco5)nc4c32)cc1OC (stereo unspecified)	x	x	3.0	918	1.12	1410	-14.7	689	i	0.5	i	9.3	x	x	x	-0.1%	x	x
C/C(=N\NC(=O)c1ccc(CN2CCOCC2)cc1)c1ccc([N+](=O)[O-])cc1	-4.6	3.4	0.0	1121	x	x	-13.2	484	i	0.5	i	53.7	2.4	2.9	2.6	-1.1%	i	-1.0
COc1ccc(C=O)cc1Oc1nc(Cl)ncc1F	7.2	1.2	0.1	1577	x	x	-3.6	721	i	1.0	i	58.9	2.1	2.8	7.1	0.4%	i	13.6
Cc1cccc(C)c1NC1=NC(C)(C)N=C(N)N1	-2.5	0.5	-8.2	940	-0.18	1440	x	x	i	1.6	i	62.6	4.4	2.2	4.6	0.8%	i	17.9
Cc1cc(C)nc(SCCC(=O)Nc2ccccc2Cl)n1	-6.0	-3.9	1.8	901	0.07	1453	-7.4	669	i	0.6	i	22.0	2.0	2.2	6.4	-0.8%	i	-2.1
COc1ccc(C2CC(c3ccccc3)=NN2c2ccc(S(N)(=O)=O)cc2)cc1 (stereo unspecified)	65.8*	24.3*	0.6	1003	u	x	-1.7	695	i	1.6	i	35.3	4.9	1.0	4.7	-0.7%	i	-24.9
Cc1cccc(CC2S/C(=N/c3cccc(C)n3)NC2=O)c1 (stereo unspecified)	x	x	0.8	1322	x	x	15.2	777	i	0.9	i	52.8	x	x	x	0.0%	x	x
COC(=O)c1cn(Cc2cccnc2)c(=O)c2ccccc12	4.0	4.6	-0.3	1083	-0.68	1287	13.7	689	i	0.5	i	36.4	2.7	3.1	6.3	-0.3%	i	-10.0
COC(=O)Cn1c(O)c(N=NC(=O)CNC(=O)COc2cccc(C)c2)c2ccccc21	x	x	x	x	x	x	68.4*	707*	i	6.0	i	10.1	x	x	x	-0.3%	x	x
O=C(CCCCn1c(=O)[nH]c2ccccc2c1=O)NCCc1c[nH]c2ccccc12	11.7	8.6	-1.4	548	0	1368	x	x	i	1.9	i	56.3	5.4	1.0	9.8	x	i	-5.8
O=C(NCc1nc2ccccc2[nH]1)C1=C[C@@H](c2ccccc2)C[C@@H](OCc2ccc(CO)cc2)O1	9.0	5.6	1.0	1097	0.43	1438	-1.1	650	i	1.9	i	18.9	1.3	2.0	9.4	-0.2%	i	15.7
Cc1cc(C)n(-c2ccc(Cl)c(C(=O)Nc3ccc(OC(F)(F)F)cc3)n2)n1	-2.4	-25.6	x	x	0.42	1380	-6.8	724	i	1.1	i	46.7	2.8	2.7	5.4	0.1%	i	9.9
CCN(C(=O)COC(=O)CSc1ccc([N+](=O)[O-])cc1)C1CCS(=O)(=O)C1 (stereo unspecified)	x	x	x	x	x	x	5.8	601	i	1.1	i	17.7	x	x	x	0.1%	x	x
